# NPY Y2 blocker = NPY-Y2 receptor antagonists, primary screen, cell-based; NPY-Y2 expressing cells, antagonist mode; inhibition, % at 2.7 µM; actives 0.99% (n = 140,000); AID 793, 2007; in the data active = inhibition above about 17%;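 note: 0% = vehicle with agonist challenge and 100% = reference antagonist with challenge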
# Target sequence (P49146 whole entry, looked up): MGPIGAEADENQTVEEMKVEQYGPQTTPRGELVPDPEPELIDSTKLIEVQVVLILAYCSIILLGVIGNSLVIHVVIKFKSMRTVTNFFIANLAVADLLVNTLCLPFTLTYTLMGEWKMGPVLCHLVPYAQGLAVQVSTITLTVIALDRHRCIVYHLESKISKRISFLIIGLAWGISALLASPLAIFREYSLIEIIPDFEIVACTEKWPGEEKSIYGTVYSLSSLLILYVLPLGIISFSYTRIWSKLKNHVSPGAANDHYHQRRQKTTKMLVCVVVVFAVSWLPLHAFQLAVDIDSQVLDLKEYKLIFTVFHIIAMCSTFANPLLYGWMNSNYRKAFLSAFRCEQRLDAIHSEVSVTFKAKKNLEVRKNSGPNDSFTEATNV
# PTEN del growth = growth suppression of PTEN-null HCT116, primary screen, cell-based, CellTiter-Glo; actives 1.2% (n = 140,000); viability, % at 10 µM; AID 827, 2007; HCT116 PTEN-null viability, 60 h; stronger effect = lower value;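 active = viability at or below a set limit, 4 SD under the median of all tested compounds, cut at about 3.7% in these data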;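 note: PTEN knockout HCT116 line with beta catenin targeted HCT116 as companion control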
# E-sel TNF inh = E-selectin induction blockers in HUVEC – imaging, immunofluorescence, high content, primary screen; HUVEC TNFa-induced E-selectin immunofluorescence; inhibition, % at 2 µM; actives 0.71% (n = 120,000);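 active = inhibition above the batch mean plus 3 SD, and confirmed as a hit on visual image review, cut at about 43% in these data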;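 note: 0% = TNF-stimulated DMSO wells and 100% = unstimulated control wells; not every result past the cut was called active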
# Measles CPE = compounds protecting cells from measles virus cytopathic effect, primary screen, measles RdRp inhibitor project, single point, MLSMR library, absorbance. protection (pct of control), % at 4 µM. Measles virus-infected cells, CPE protection. AID 841, 2007. actives 1.5% (n = 140,000); in the data active = protection mostly above about 24%, no sharp cut-off; inactive = mostly below about 26%; note: some compounds called inactive have numbers as strong as hits
# Yeast growth inh = growth inhibitors of yeast BB579 in restrictive medium, primary screen, yeast lifespan-shortening project, S. cerevisiae. actives 0.51% (n = 140,000). inhibition, % at 10 µM. OD615, 48 h;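 active = inhibition above a set limit, 3 SD over the mean compound inhibition, cut at about 44% in these data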; note: inactives centre near -24
#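 controls = amphotericin B 10 µg/mL, positive | assay system = DeaD yeast strain BB579 | schedule = 48 h compound exposure at 30 °C after 4 h preincubation | detection = OD615 turbidity measurement | medium = restrictive CSMM-D medium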
# HCT116 bCat-KO = primary screen for growth suppressors in beta-catenin knockout HCT116 cells (colon tumor, human). actives 1.5% (n = 140,000). AID 818, 2007. HCT116 beta-catenin knockout viability, CellTiter-Glo, 60 h; stronger effect = lower value. viability, % at 10 µM;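 active = viability at or under a set limit, the compound median less 4 SD, cut at about 6% in these data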;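 note: 0% = Hyamine 1622 control at 20 µM and 100% = untreated cell control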
# MRP-1 activ = H69AR viability gain despite doxorubicin, primary screen, MRP-1 activator project, H69AR cells, CellTiter-Glo. viability rescue. viability increase, % at 10 µM. actives 0.61% (n = 140,000);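 active = viability gain under doxorubicin at or above a set limit, the compound median plus 3 SD, cut at about 4.7% in these data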;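 note: MRP-1 overexpressing cells given doxorubicin 25 µM after compound pretreatment; 18-22 h compound pretreatment then 72 h with doxorubicin before readout; 0% = doxorubicin-only wells and 100% = vehicle-treated cells without doxorubicin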
# GALR2 antag = GALR2 antagonists in receptor-expressing cells, primary screen; antagonist mode; inhibition, % at 4 µM; actives 0.39% (n = 140,000); Galanin receptor type 2 (Homo sapiens), O43603; AID 828, 2007; in the data active = inhibition above about 27%;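 note: cells stimulated with galanin 1-16 at roughly its EC80; 0% = agonist challenge control and 100% = basal control without agonist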
# Target sequence (O43603 whole entry, looked up): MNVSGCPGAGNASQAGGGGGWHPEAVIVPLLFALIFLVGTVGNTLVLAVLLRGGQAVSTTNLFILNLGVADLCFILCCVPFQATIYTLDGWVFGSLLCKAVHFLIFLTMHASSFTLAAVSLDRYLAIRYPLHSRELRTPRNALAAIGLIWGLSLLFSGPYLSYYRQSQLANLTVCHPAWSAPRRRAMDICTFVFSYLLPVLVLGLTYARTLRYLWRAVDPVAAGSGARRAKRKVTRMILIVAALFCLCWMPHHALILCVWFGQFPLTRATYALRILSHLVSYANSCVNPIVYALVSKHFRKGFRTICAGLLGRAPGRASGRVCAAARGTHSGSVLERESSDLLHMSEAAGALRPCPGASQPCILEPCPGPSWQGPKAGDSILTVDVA
# Yeast life ext = compounds extending yeast replicative lifespan, primary screen, S. cerevisiae, OD615 | S. cerevisiae growth with nicotinamide; deaD strain in restrictive glucose medium | inhibition of the nicotinamide effect, % at 10 µM | actives 0.68% (n = 130,000) | AID 775, 2007;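 active = inhibition above a set limit, placed 3 SD over the median of all compounds, cut at about 26% in these data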;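 note: 0% = nicotinamide-treated wells and 100% = cells grown without nicotinamide; some compounds called inactive have numbers as strong as hits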
#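 Test system: DeaD-strain S. cerevisiae / Buffer or medium: restrictive glucose medium / Also added: nicotinamide 1.5 mM / Doses: one concentration, 10 µM, DMSO 0.25% / Schedule: 48 h at 30 °C / Signal: OD615 measurement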
# Phagocytosis inh = inhibitors of macrophage phagocytosis, primary screen, imaging, J774A.1 cells, IgG beads | J774A.1 macrophage IgG-bead phagocytosis | inhibition, % at 5 µM | actives 0.07% (n = 110,000) | AID 1029, 2008;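 active = inhibition above the mean of the plate negative controls plus 5 SD, cut at about 13% in these data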;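 note: phagocytic index as fraction of beads internalized from green versus red external bead signal; plate controls were DMSO negative control for no effect and cytochalasin-D positive control for full effect; some results beyond the cut were filed as inactive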
# * marks the source's active call; other numbers are inactive results; nt = not tested or not shown.
item	compound	NPY Y2 blocker	PTEN del growth	E-sel TNF inh	Measles CPE	Yeast growth inh
1	Cc1cc2nc(-c3cccc(NC(=O)c4ccc(Br)o4)c3C)oc2cc1C	12	98	-17	9	-75
2	Cc1ccsc1/C=N/n1cnc2sc(C)c(C)c2c1=O	3	84	nt	7	-50
3	O=C(Nc1nccs1)C1CCCN1S(=O)(=O)c1ccc(Cl)cc1 (stereo not given)	-1	99	nt	14	-10
4	Cc1ccc(C(CCN)c2ccco2)cc1 (stereo not given)	0	96	-35	5	-29
5	Cc1nccc2[nH]c(=O)c(C(=O)NCCCN(C)C3CCCCC3)cc12	1	92	-43	18	-5
6	CCS(=O)(=O)N1CCC(C(=O)N2CCN(c3ccccc3)CC2)CC1	3	102	-32	12	-22
7	CCn1c(SCC(=O)c2ccc(O)c(O)c2)nnc1-c1ccccc1OC	6	96	-9	11	-70
8	CC(C)CCn1c(SCC#N)nc2c(sc3ccccc32)c1=O	7	100	-23	19	-43
9	C=CCOC(=O)C1CC=CCC1C(=O)Oc1ccc(F)cc1F (stereo not given)	2	81	nt	4	-36
10	CC1(NC(=O)COc2ccccc2-c2ccccc2)CCS(=O)(=O)C1 (stereo not given)	6	nt	16	16	-35

item	HCT116 bCat-KO	MRP-1 activ	GALR2 antag	Yeast life ext	Phagocytosis inh
1	94	1.1	-10	-7	0
2	105	-0.8	-7	-11	0
3	94	0.7	1	-1	-1
4	118	-0.8	8	2	0
5	96	-0.8	13	0	-2
6	105	0.9	2	2	0
7	67	1.2	-15	-4	0
8	92	-5.2	-7	-4	nt
9	85	-3.8	-6	-7	-1
10	104	-0.9	0	-9	0

# More records.
item	compound	NPY Y2 blocker	PTEN del growth	E-sel TNF inh	Measles CPE	Yeast growth inh
11	CC(C)CNc1nc(N)c([N+](=O)[O-])c(NCC2CCCO2)n1 (stereo not given)	0	81	nt	2	-39
12	CCN(CC)C(=O)COc1ccc(C=O)cc1OC	1	96	-22	5	-10
13	CC1CN(C(=O)c2cnn3c(C(F)F)cc(-c4ccccc4)nc23)CC(C)O1 (stereo not given)	1	86	-12	3	-29
14	CCOc1ccc(N(CC(=O)NC2CCCC2)C(=O)CCCC(=O)Nc2ccccn2)cc1	2	101	-12	1	-35
15	O=C(Nc1ccc2c(c1)nc1n2CCOC1)C1CCCCC1	3	99	nt	19	25
16	COc1ccccc1NC(=S)N1CCc2cc(OC)c(OC)cc2C1	1	98	nt	15	-27
17	CCN(CC)S(=O)(=O)c1ccc(NC(=O)c2ccccn2)cc1	3	98	8	30	-20
18	CCOC(=O)N1CCC(=C(C#N)C(=O)Nc2cc(OC)ccc2OC)CC1	0	106	-5	22	-4
19	COc1ccc(C(=O)Nc2nc3nccc(-c4ccccc4)n3n2)cc1	0	98	nt	4	-26
20	CCC(=O)c1cc2c(cc1NC(=O)c1ccccc1)OCCO2	3	72	nt	3	-25

item	HCT116 bCat-KO	MRP-1 activ	GALR2 antag	Yeast life ext	Phagocytosis inh
11	93	-2.3	4	0	nt
12	95	-2.5	-8	4	-8
13	92	-3.9	-8	-19	-2
14	97	-0.7	-1	-12	nt
15	92	0.6	16	-14	-1
16	95	0.3	1	0	-15
17	101	-0.1	-3	-9	-1
18	98	0.3	4	-6	nt
19	99	-1.9	-1	3	-6
20	78	-1.3	-9	-9	1

# The results go on:
item	compound	NPY Y2 blocker	PTEN del growth	E-sel TNF inh	Measles CPE	Yeast growth inh
21	Cc1ccc2nc(NC(=O)COC(=O)c3ccco3)sc2c1	2	93	10	20	-31
22	CN1CCN(S(=O)(=O)c2cnccc2N2CCN(c3cccc(Cl)c3)CC2)CC1	10	85	4	2	-36
23	COc1ccc(/C=C/C(=O)NCCn2c(C)cc3ccccc32)cc1OC	2	68	-6	2	-1
24	O=C(NC1CCCCC1)C1CCN(S(=O)(=O)c2cccc3cccnc23)CC1	3	97	nt	18	3
25	CN(CC(=O)Nn1cnnc1)S(=O)(=O)c1cc(Cl)ccc1Cl	0	102	12	19	-7
26	O=c1[nH]c(=O)n([C@H]2C[C@H](O)[C@@H](CO)O2)cc1C(F)(F)F	1	71	nt	32	-54
27	Cc1cccc(OCc2n[nH]c(=S)n2C2CCCCC2)c1	13	77	5	9	-33
28	CCCC(NC(=O)c1ccccc1)c1nc2ccccc2n1Cc1ccc(C(=O)OC)o1 (stereo not given)	4	95	-9	2	-40
29	O=c1c2oc3ccccc3c2[nH]c(=S)n1-c1ccccc1	4	103	nt	4	7
30	Cc1ccc(NC2c3ncccc3C(=O)N2Cc2ccc(F)cc2)cc1 (stereo not given)	1	101	nt	18	-55

item	HCT116 bCat-KO	MRP-1 activ	GALR2 antag	Yeast life ext	Phagocytosis inh
21	92	-2.9	-8	-20	0
22	90	-3.5	0	1	-3
23	71	0.8	21	-5	nt
24	97	-1.0	8	-8	0
25	99	-0.1	-2	29	-5
26	66	-1.6	-3	10	nt
27	82	-5.4	3	nt	nt
28	90	-1.9	-2	3	0
29	91	-1.5	5	0	-8
30	95	-0.5	-7	-8	nt

# Remaining list, next part
item	compound	NPY Y2 blocker	PTEN del growth	E-sel TNF inh	Measles CPE	Yeast growth inh
31	CCn1cc(/C=N\NC(=O)c2ccc3c(c2)c(C)c(C)n3Cc2ccccc2)c(C)n1	-1	99	14	4	10
32	O=C(Nc1cccc2nsnc12)c1cccnc1	0	89	nt	12	-17
33	CC(C)c1ccc(NC(=S)NCCc2c[nH]c3ccccc23)cc1	0	67	nt	2	55*
34	O=C1Nc2ccccc2N(O)N1c1cc(-c2ccccc2Cl)no1	0	99	nt	1	-23
35	CC(=O)N(C)C1=C(O)c2ccccc2C(=O)C1=O	0	89	3	39*	-27
36	COC(=O)C(NNc1ccccc1)(NC(=O)c1cccc(F)c1)C(F)(F)F (stereo not given)	5	89	-2	32	5
37	C=CCNC(=S)/N=c1/scc(C)n1C	0	100	10	6	-55
38	CCCCn1c(=O)c(-[n+]2ccccc2)c([O-])c2ccccc21	4	98	1	3	-31
39	CCOC(=O)C1C(=O)C=C(c2ccc(NS(C)(=O)=O)cc2)CC1c1ccco1 (stereo not given)	2	94	-4	4	0
40	C=CCNC(=O)/C(C#N)=C/c1c(C)nn(-c2ccc(Cl)cc2)c1Cl	2	64	13	6	-23

item	HCT116 bCat-KO	MRP-1 activ	GALR2 antag	Yeast life ext	Phagocytosis inh
31	93	-1.9	-4	-2	0
32	90	-1.8	8	-6	-6
33	70	-3.3	-1	-5	nt
34	94	-2.4	-6	-1	0
35	96	-2.8	-10	-1	0
36	83	-0.6	1	-7	1
37	92	-0.4	0	2	0
38	94	-0.1	-5	4	0
39	95	-4.1	12	-8	nt
40	69	-5.9	10	-4	-10

# Remaining list, next part.
item	compound	NPY Y2 blocker	PTEN del growth	E-sel TNF inh	Measles CPE	Yeast growth inh
41	O=C(O)C(Cc1c[nH]c2ccccc12)NS(=O)(=O)c1cccc2nsnc12 (stereo not given)	3	94	-20	6	0
42	O=C(O)C(Cc1c[nH]c2ccccc12)NS(=O)(=O)c1ccc2ccccc2c1 (stereo not given)	9	108	10	4	-33
43	O=c1c2ccccc2nc2n1CC/C2=C\c1ccccc1[N+](=O)[O-]	0	65	-29	12	-1
44	O=C(Nc1ccc(Cl)cc1)Nc1nnc(CSCc2ccccc2Cl)s1	0	62	nt	4	-16
45	COc1ccc(C2Cc3ccccc3C(=O)O2)cc1 (stereo not given)	5	99	-8	5	-44
46	COc1ccccc1/C=C/C(=O)NCC(=O)N/N=C/c1cc(Br)ccc1OC	3	53	6	4	-33
47	CCOC(=O)c1c(NC(=O)CN(CC)CC)sc2c1CCC2	-1	94	nt	3	-49
48	Cc1ccc2nc(N(CCCN(C)C)C(=O)c3sc4ccccc4c3Cl)sc2c1	13	82	nt	7	31
49	CC(=O)c1cccc(NC(=O)CN(c2ccc(C)cc2)S(=O)(=O)c2cccc3nonc23)c1	-4	81	nt	1	-36
50	CCOc1ccc2ccccc2c1/C=N/NC(=O)CC1(C)OCCCO1	3	109	nt	6	-33

item	HCT116 bCat-KO	MRP-1 activ	GALR2 antag	Yeast life ext	Phagocytosis inh
41	99	-1.4	14	1	-7
42	92	0.0	2	4	-5
43	88	-3.3	9	-27	nt
44	70	-2.6	11	-4	-9
45	97	-0.1	1	-1	-2
46	59	1.4	8	-10	0
47	88	-3.4	3	-1	0
48	80	-2.5	0	-2	-2
49	94	-4.8	6	-4	-2
50	95	0.8	8	-5	2

# Part of the list above, in transposed form:
42) O=C(O)C(Cc1c[nH]c2ccccc12)NS(=O)(=O)c1ccc2ccccc2c1 (stereo not given)
41) O=C(O)C(Cc1c[nH]c2ccccc12)NS(=O)(=O)c1cccc2nsnc12 (stereo not given)

compound no.,42,41
NPY Y2 blocker,9,3
PTEN del growth,108,94
E-sel TNF inh,10,-20
Measles CPE,4,6
Yeast growth inh,-33,0
HCT116 bCat-KO,92,99
MRP-1 activ,0.0,-1.4
GALR2 antag,2,14
Yeast life ext,4,1
Phagocytosis inh,-5,-7

# The list continues.
item	compound	NPY Y2 blocker	PTEN del growth	E-sel TNF inh	Measles CPE	Yeast growth inh
51	COc1cc(C(=O)NCc2ccccn2)ccc1OCc1c(C)noc1C	0	98	-2	2	-8
52	CCCn1c(C)cc(/C=C(\C#N)C(=O)OCC(=O)NC(=O)NC(C)(C)C)c1C	2	86	-27	26	-44
53	CC(C)c1ccc(N(C(=O)c2csnn2)C(C(=O)NC(C)(C)C)c2ccncc2)cc1 (stereo not given)	3	95	-1	3	-11
54	CCCCOCCCNC(=O)c1ccc(OCC)cc1	5	91	-4	2	-10
55	O=c1c2ccccc2nc(SCc2cn3ccsc3n2)n1-c1ccccc1F	1	79	-8	4	-36
56	COCc1cc(Sc2c(Cl)cccc2Cl)nc(-c2ccccc2)n1	3	72	-26	14	-31

item	HCT116 bCat-KO	MRP-1 activ	GALR2 antag	Yeast life ext	Phagocytosis inh
51	101	-0.9	8	-17	0
52	92	-3.1	-8	-4	5
53	87	-3.5	5	-29	-5
54	104	-1.9	-3	-16	2
55	88	-1.8	-4	24	-1
56	65	-0.9	1	-9	0

# Just Measles CPE and Phagocytosis inh, for 4 of the compounds above:
entry	canonical_smiles	Measles CPE	Phagocytosis inh
43	O=c1c2ccccc2nc2n1CC/C2=C\c1ccccc1[N+](=O)[O-]	12	nt
44	O=C(Nc1ccc(Cl)cc1)Nc1nnc(CSCc2ccccc2Cl)s1	4	-9
45	COc1ccc(C2Cc3ccccc3C(=O)O2)cc1 (stereo not given)	5	-2
46	COc1ccccc1/C=C/C(=O)NCC(=O)N/N=C/c1cc(Br)ccc1OC	4	0
